# Screens from PubChem.
# TexasRed fluor = alters Texas Red total fluorescence, flagging assay interference; TRb/SRC2 Texas Red total fluorescence interference; Potency, µM (top dose mostly 106 µM), for inactives: at the highest dose fluorescence change, negative = quenching; hit rate 0.29% among 280,000; AID 1479; active means well fitted curve in either direction with a large enough effect; inconclusive means small, poorly fitted or top-dose-only effect; further: potency means the concentration at half of the fitted maximal effect; on the % scale 0 is the no-effect control and ±100 the full control effect
#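 Flags fluorescent or light-absorbing compounds by total fluorescence, S + 2P, at 555 nm excitation and 632 nm emission. Mixture: 20 nM Texas Red SRC2 peptide, 0.6 uM human TRb LBD, 1 uM T3, 5% DMSO; compound exposure 5 h at ambient temperature.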
# Epigenetic derep = derepresses silenced GFP reporter in murine cells; murine LDR cells, GFP reporter derepression, 30 h; Potency, µM (series often up to 53.9 µM), without a hit: at the top dose GFP activation, actives largely listed as activators; hit rate 0.2% among 280,000; further: potency means the concentration at half of the fitted maximal effect; % of control where 0% means no effect; nearly all actives have a fitted effect of over 60% in size
#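 Murine LDR cells bearing a silenced CMV-driven GFP reporter were exposed to compound for 30 h at 37 C. After PBS washes, GFP-positive cells (20-120 um objects) counted by laser-scanning microplate cytometry.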
# Tau fluor counter = counter-screen for tau fibril formation inhibitors; tau K18 P301L (four-repeat tau fragment) Alexa594 fluorescence, heparin fibrillization; hit rate 0.93% among 280,000; AID 1463; Potency, µM (series often up to 57.7 µM), for the others: at the top dose activity change, negative = decrease; further: potency means the concentration at half of the fitted maximal effect; on the % scale 0 is the no-effect control and ±100 the full control effect; nearly all actives have a fitted effect of over 55% in size
#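 Human K18 P301L tau (15 uM unlabeled plus 0.24 uM Alexa 594-labeled, final) in 100 mM sodium acetate pH 7 was mixed with compound and 20 uM heparin and incubated 6 hr at 37 C.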
# aGal spleen mod = inhibitors or activators of human alpha-galactosidase in spleen homogenate. P06280. human spleen homogenate, 4MU-alpha-Gal fluorescence, 40 min. Potency, µM (series often up to 80 µM), inactives show at the highest dose activity change, negative = inhibition, actives largely listed as inhibitors. hit rate 0.008% among 240,000;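 further: potency means the concentration at half of the fitted maximal effect; 0% = enzyme with vehicle and -100% = no enzyme basal signal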
# Target sequence (P06280 32-429 limits assumed): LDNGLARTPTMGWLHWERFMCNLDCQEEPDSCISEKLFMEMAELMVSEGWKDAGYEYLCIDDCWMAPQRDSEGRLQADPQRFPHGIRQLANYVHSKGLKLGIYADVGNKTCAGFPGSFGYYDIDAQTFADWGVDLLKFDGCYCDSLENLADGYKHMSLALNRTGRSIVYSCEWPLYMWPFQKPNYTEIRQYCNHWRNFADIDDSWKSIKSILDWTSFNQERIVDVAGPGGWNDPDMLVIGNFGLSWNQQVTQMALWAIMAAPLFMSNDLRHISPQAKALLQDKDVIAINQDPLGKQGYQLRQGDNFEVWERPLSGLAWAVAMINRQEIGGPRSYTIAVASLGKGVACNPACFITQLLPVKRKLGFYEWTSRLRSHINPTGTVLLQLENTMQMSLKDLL
#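 Fluorogenic readout (Ex 365/Em 440 nm) of 4-methylumbelliferone released from 1 mM 4-MU-alpha-galactoside by spleen homogenate, 40 min at 37C, pH 5.0. Data normalized to no-enzyme and enzyme controls; Hill-equation AC50 from compound titrations.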
# Tau FP inhib = tau fibrillization inhibition (FP); P10636; K18 P301L tau heparin fibrillization, Alexa594 FP, 6 h; Potency, µM (doses to about 57.7 µM), inactives show at the top dose activity, negative = inhibition, hits mostly inhibitors; hit rate 0.39% among 280,000; AID 1468; further: potency means the concentration at half of the fitted maximal effect; on the % scale 0 is the no-effect control and ±100 the full control effect; nearly all actives have a fitted effect of over 55% in size
# Target sequence (P10636 561-689 P618L limits assumed): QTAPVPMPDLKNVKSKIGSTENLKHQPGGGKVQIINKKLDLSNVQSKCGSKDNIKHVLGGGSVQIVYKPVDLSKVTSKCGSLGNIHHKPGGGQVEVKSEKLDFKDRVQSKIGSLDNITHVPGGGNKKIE
#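 FP of Alexa 594-tau after heparin (20 uM) induction. Substrate: human K18 P301L, 15 uM unlabeled, 0.24 uM labeled. Buffer 100 mM sodium acetate pH 7. 6 hr, 37 C.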
# NPSR antag = neuropeptide S receptor (human) antagonism, cAMP. Q6W5P4. CHO-NPSR cells, cAMP TR-FRET, antagonist mode. Potency, µM (titrated, usually from 38.3 µM), for inactives: at the top dose activity change, negative = inhibition, most hits filed as inhibitors. hit rate 1% among 220,000; further: potency means the concentration at half of the fitted maximal effect; on the % scale 0 is the no-effect control and ±100 the full control effect; nearly all actives have a fitted effect of over 50% in size; many of its hits are not listed in these tables
# Target sequence (Q6W5P4 whole entry, looked up): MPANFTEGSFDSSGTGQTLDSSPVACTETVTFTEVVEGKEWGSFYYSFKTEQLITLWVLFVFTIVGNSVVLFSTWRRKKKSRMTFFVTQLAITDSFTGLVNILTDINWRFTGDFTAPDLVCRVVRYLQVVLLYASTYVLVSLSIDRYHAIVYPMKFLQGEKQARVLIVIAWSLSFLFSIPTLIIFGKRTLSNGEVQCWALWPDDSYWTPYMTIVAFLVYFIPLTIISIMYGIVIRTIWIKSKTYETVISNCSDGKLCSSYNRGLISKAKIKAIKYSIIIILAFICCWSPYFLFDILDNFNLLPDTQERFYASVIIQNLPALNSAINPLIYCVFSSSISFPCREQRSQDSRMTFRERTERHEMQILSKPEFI
# TRb SRC2 PPI = TRbeta-SRC2 interaction inhibition; P10828; TRbeta-SRC2 peptide binding, fluorescence polarization; receptor liganded with 1 µM T3; Potency, µM (series often up to 106 µM), for inactives: at the top dose activity change, negative = inhibition, most hits filed as inhibitors; hit rate 0.065% among 280,000; AID 1469;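 further: potency means the concentration at half of the fitted maximal effect; plate controls were bound peptide for no effect and peptide without receptor for full effect; nearly all actives have a fitted effect of over 50% in size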
#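 Polarization signal, normalized between peptide-alone and full complex controls, measured compound effects on T3-liganded human TRb LBD (0.6 uM) binding 20 nM Texas Red SRC2 peptide after 5 hr.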
# CBFb RUNX1 block = blocks binding between human CBF-beta and RUNX1. Q01196+Q13951. AID 1477. 230,000 tested, under 10 active. Potency, µM (series often up to 59.8 µM), without a hit: top-dose activity, negative = inhibition, most hits filed as inhibitors. AlphaScreen CBFb-His/RUNX1-biotin binding, biochemical; further: % of control where 0% means no effect
#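 Read-out: AlphaScreen. Format: His-CBF-beta with biotinylated RUNX1 (30 nM each) preincubated 20 min, compound 15 min, Ni-chelate plus streptavidin beads 90 min; room temperature throughout.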
# The depositor's hits bear a star; ? = inconclusive; . = no result given; [ ] = remark or other dose. Unless noted, the call rests on the fitted dose curve; in most records, active means well fitted curve in the direction sought with a large enough effect; inconclusive means small, poorly fitted or top-dose-only effect, or another doubt; inactive means no such curve, though single readings can be large; an effect the other way counts as inactive or inconclusive. Only part of the results is shown; the hit share may differ from the screen's.
# Below each compound: TexasRed fluor, Epigenetic derep, Tau fluor counter, aGal spleen mod, Tau FP inhib, NPSR antag, TRb SRC2 PPI, CBFb RUNX1 block
NC(=O)c1ccccc1NC(=O)COc1ccc(Cl)cc1
 : 0%, 0.0%, -6%, 18%, -14%, 2%, 2%, 7%
COc1cccc(NC(=O)CSc2nccn2C2CCCC2)c1
 : -15%, -1.3%, -1%, ., 3%, ., -3%, .
COC(=O)/C=C1/SC(=NC(=O)c2ccc(F)cc2)NC1=O
 : -1%, 1.5%, -15%, 3%, -14%, ?, 7%, -8%
C/C(=N\O)c1sc(-c2ccccc2)nc1C
 : -2%, 0.2%, -8%, -3%, -4%, 30%, 3%, -9%
CN1CCN(CC(=O)n2c3c(c4ccccc42)CCCC3)CC1
 : -1%, -0.7%, -7%, 7%, 3%, 22%[46.1 µM], 2%, -3%
O=C(O)CC1(CC(=O)Nc2ccc(Br)cc2)CCCCC1
 : 0%, 8.4%, -8%, 4%, 3%, -15%, 5%, 1%
Cc1cc(C)nc(SCc2ccc(C(=O)N/N=C/c3ccccn3)cc2)n1
 : -1%, 6.7%, -6%, -3%, 14%, -9%, -4%, -15%
CCOC(=O)c1c(NC(=O)COC(=O)c2ccncc2)sc(C)c1C
 : -2%, 0.0%, -6%, 5%, 3%, 6%, -4%, 20%
O=C(CNS(=O)(=O)c1cccc(Cl)c1)Nc1ccc(-c2nc3ccccc3s2)cc1
 : -4%, ?, -20%, 8%, ?, -16%, 3%, 1%
O=C(NCc1ccncc1)c1ccc(Cn2cc(C(F)(F)F)ccc2=O)cc1
 : 2%, 0.3%, 7%, -2%, 3%, -11%[46.1 µM], 1%, 2%
C=CCN1CCN(C(c2ccc(Cl)cc2)c2nnnn2CCc2ccc(OC)c(OC)c2)CC1 (stereo not given)
 : 2%, 0.6%, -10%, -2%, 9%, -3%[46.1 µM], 4%, 10%
Cc1cccc(-c2nnc3sc(-c4ccccc4C)nn23)c1
 : 1%, -1.1%, -5%, 2%, 7%, ?, 7%, 6%
CCC(=O)Nc1ccc(/C=C(\C(C)=O)C(=O)c2ccccc2)cc1
 : -6%, ?, -5%, -1%, 3%, 0%, 5%, -1%
COc1ccc(C2/C(=C(/O)c3ccccc3)C(=O)C(=O)N2CC(C)O)c(OC)c1 (stereo not given)
 : -1%, 1.1%, -3%, -2%, 1%, -4%[46.1 µM], -5%, -5%
CCOC(=O)/C(C#N)=C/C1=C(N2CCCC2)CC(C)(C)OC1
 : -4%, 0.0%, -4%, -5%, 1%, -19%[46.1 µM], 4%, -4%
COc1ccc(CSC2=NCCN2)cc1Cl
 : -2%, 1.9%, -9%, -5%, 3%, -8%[46.1 µM], 1%, 3%
CCCCN(C)CCCNC(=O)C1CCN(c2nc3ccc(CC)cc3s2)CC1
 : 1%, 0.3%, -24%, ., -13%, ., 2%, .
CCOC(=O)C1=C(SCC(=O)Nc2ccccc2)NC(=O)C(C#N)C12CCCCC2 (stereo not given)
 : 0%, -2.4%, -24%, -1%, -10%, -26%[46.1 µM], -3%, 1%
COc1ccc(C(=O)NCCCN2CCCC2=O)cc1
 : -3%, -0.2%, 0%, -4%, 0%, -11%[46.1 µM], -19%, 2%
CCCN(CC(=O)Nc1ccccc1OC)C(=O)c1cc2ccccc2o1
 : -1%, -2.7%, -16%, 9%, -1%, -12%, -2%, -10%
C=CCOc1ccccc1CNCc1cccnc1
 : -5%, -1.0%, -2%, -2%, 5%, -5%[46.1 µM], -4%, 3%
CN(C)C(=O)C1OC(C)(C)OC1C(=O)N(C)C (stereo not given)
 : 1%, 2.4%, -4%, -4%, -7%, 0%[46.1 µM], -2%, 5%
Cc1ccc(Nc2nc(N)nc(CSc3nccn3C)n2)c(C)c1
 : -3%, -2.1%, 6%, 2%, 4%, 0%[46.1 µM], -5%, 3%
COc1ccc(C(=O)NCCc2ccc(S(N)(=O)=O)cc2)cc1OC
 : -1%, 0.0%, -7%, -23%, 5%, -13%[46.1 µM], -9%, 4%
O=C(NC1=NCCS1)c1ccc([N+](=O)[O-])cc1Cl
 : -6%, -1.2%, -4%, -8%, 4%, 9%, 0%, 2%
COCc1cc(C)nc(SCC(=O)NCc2ccco2)c1C#N
 : -6%, 0.0%, 6%, 0%, -3%, -7%[46.1 µM], -8%, 7%
CCCNCc1cc(OC)c(OCc2ccccc2)cc1Br
 : -2%, -0.1%, 9%, -10%, -5%, -14%, 3%, 3%
Cc1cc(NC(=O)CSc2ccc(-c3ccccc3)nn2)no1
 : -3%, -2.2%, -3%, 5%, 0%, 7%[46.1 µM], 5%, 1%
O=C(c1ccccc1Cl)N1CCN(CCc2ccccn2)CC1
 : ?, -1.6%, 5%, ., 5%, ., 4%, .
Cc1ccc(CNC(=O)c2ccc(Cn3c(SCc4ccc(F)cc4)nc4cccnc43)cc2)o1
 : 4%, 1.1%, -12%, ., -7%, ., 9%, .
Cc1ccc2c(c1)C(=O)C(=O)N2Cc1ccc(OC(C)C)cc1
 : -1%, 4.8%, -19%, ., -3%, ., 8%, .
CCN(CC)S(=O)(=O)c1ccc(NC(=O)c2cc(=O)[nH]c3ccccc23)cc1
 : -4%, 8.1%, -7%, -2%, -8%, 0%, 3%, -1%
Cc1ccc(NC(=O)c2ccc(OC(=O)COc3cccc(Cl)c3)cc2)cc1
 : 3%, -1.1%, -2%, -2%, 12%, 15%, 3%, 6%
CNC(=O)c1ccc(N(Cc2ccccc2C)S(C)(=O)=O)cc1
 : -3%, -1.0%, 2%, 3%, -3%, -14%[46.1 µM], 1%, -1%
O=C(NCCc1csc(-c2ccc(F)cc2)n1)c1cccs1
 : -3%, -0.6%, -7%, ., -11%, ., -3%, .
Cc1ccc(CN2CCN(Cc3cnc(N(C)C)s3)CC2CCO)o1 (stereo not given)
 : -2%, 1.9%, -3%, 2%, 0%, 12%, 6%, 3%
CCOC(=O)c1cnc(-c2ccccc2)nc1C(F)(F)F
 : -3%, 1.1%, -7%, 4%, -3%, -1%, -4%, 6%
Cc1nc(C)c(CCNC(=O)c2ccccc2)s1
 : 1%, 2.3%, -2%, 6%, -4%, 22%, -4%, 5%
CC(C)COC(=O)C(C#N)c1nc2ccccc2nc1N1CCN(Cc2ccc3c(c2)OCO3)CC1 (stereo not given)
 : -1%, -3.2%, -8%, 3%, 1%, -26%[46.1 µM], 8%, 3%
CC(=O)Nc1ccc(N2CCCCC2)cc1
 : 0%, -1.4%, -3%, -12%, 2%, -15%[46.1 µM], 2%, 4%
COc1ccccc1/C=C/c1nc(C#N)c(N2CCCCCC2)o1
 : -2%, 0.4%, ?, ., 10%, ., -1%, .
O=S(=O)(NCc1cccs1)NCc1ccccc1F
 : -1%, 0.8%, 9%, 3%, 8%, -2%, 0%, -2%
Cc1ccc[n+](CC(=O)c2ccc(NC(=O)c3ccccc3)cc2)c1
 : 2%, -3.8%, 5%, -6%, 1%, 11%, 0%, 12%
C/C(=N\NS(=O)(=O)c1ccc(C)c([N+](=O)[O-])c1)c1cccs1
 : -2%, -0.3%, -14%, 8%, 3%, 0%, -5%, -12%
O=C(CN1CCCCC1)Nc1cc(Cl)ccc1Oc1ccccc1
 : -7%, -1.4%, -12%, 5%, 1%, ?, 1%, 18%
CCOC(=O)NC(=S)Nc1ccc(C(C)(C)C)cc1
 : -6%, 2.1%, -12%, 3%, 7%, -47%, -5%, 15%
CCOC(=O)c1c(-c2ccc(C)cc2)csc1NC(=O)/C(C#N)=C/c1ccc(O)c(OC)c1
 : 5%, 11µM*, ?, 0%, 0%, -1%, 2%, -2%
COCCN(CCOC)C(=O)c1ccc(SCc2ccc(C)cc2)c([N+](=O)[O-])c1
 : -1%, -0.6%, -23%, 3%, 6%, -10%, 7%, -15%
CCOC(=O)C(C)Sc1nnc(-c2c[nH]c3ccccc23)n1C (stereo not given)
 : 3%, 0.7%, -5%, -1%, -5%, -10%[46.1 µM], 4%, 2%
Cc1cc2c(cc3c(SCc4ccc(Cl)cc4)nncn32)o1
 : -1%, 3.0%, -26%, ., -3%, ., 5%, .
O=C(CCN1CCCCC1)NCNC(=O)CCN1CCCCC1
 : -2%, 0.0%, 7%, 3%, 6%, -1%[46.1 µM], -15%, 3%
COC(=O)c1c(C)c(C)nc(N)c1C#N
 : 1%, -1.9%, -11%, 19%, 5%, 1%[46.1 µM], -21%, 4%
COCCn1c(-c2ccsc2)nc2c1c(=O)[nH]c(=O)n2CC(C)C
 : 1%, -0.5%, -1%, 0%, -2%, -8%[46.1 µM], -18%, 2%
COc1ccccc1-n1cnnc1SCC(=O)c1c[nH]c2ccccc12
 : -2%, 1.0%, -27%, 8%, 6%, 10%, 2%, -6%
O=C(NCc1cn2ccccc2n1)c1ccc(Br)o1
 : 3%, 0.0%, 10%, 1%, -1%, -5%[46.1 µM], -1%, 12%
COc1ccc(OC)c(CN2C(=O)c3ccccc3C2C(=O)NCC2CCCO2)c1 (stereo not given)
 : 0%, -1.2%, 1%, 1%, 2%, -2%, 6%, -3%
Cc1ccc(S(=O)(=O)C(CNC(=O)Cc2ccc(Cl)cc2)c2cccs2)cc1 (stereo not given)
 : -2%, -5.5%, -20%, ., -6%, ., 0%, .
CNS(=O)(=O)c1cccc(C(=O)OCC(=O)Nc2ccc(Cl)cc2F)c1
 : -1%, 2.0%, -4%, 5%, -6%, 18%, -3%, 4%
CCOc1ccc(C(=O)Nc2cccc(SC)c2)cc1
 : -2%, -4.8%, -15%, 2%, -11%, -2%, -2%, 2%
Cc1ccc(S(=O)(=O)NCC2CCC(C(=O)NCc3cccs3)CC2)cc1 (stereo not given)
 : 2%, 2.6%, -8%, -1%, 3%, -15%, -13%, 5%
COc1ccc(CN2CCN(S(=O)(=O)c3ccccc3)CC2)cc1Br
 : -2%, 0.1%, -23%, -4%, 2%, -13%[46.1 µM], -2%, 2%
O=S(=O)(c1ccc(Oc2ccc(Cl)cc2)c(S(=O)(=O)N2CCCCC2)c1)N1CCCCC1
 : -2%, -0.6%, -2%, 1%, 0%, -20%[46.1 µM], -2%, 3%
Cc1ccc(NC(=O)c2sc3ncnc(N(C)C4CCCCC4)c3c2C)c(C)c1
 : 1%, -1.3%, -6%, ., 9%, ., 1%, .
